Compound activity (PubChem BioAssay)
T cell HTS: modulators of CD8 T cell-vesicle binding, primary screen, mouse 2C CD8+ T cells, flow cytometry; 2C CD8+ T cell-vesicle binding; hits give low values; AID 2052, 2009; 330,000 compounds, 0.068% hits; calls only at 7 µM;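 active means response, share of CD8 T cells binding vesicles, and their 90th percentile fluorescence all below set limits, cut at about 80% in these data, passing the limit was not always enough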
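Read-out – percent CD8+ FL2 mean versus row control · System – murine 2C transgenic CD8+ T lymphocytes · Times – 1.5 h cell–vesicle binding at 37 °C, then 20 min icy labelling · Control set – naked vesicles low, QL9 vesicles with vehicle high · Detection – cytometric PE anti-B7-1 and Alexa647 anti-CD8 signals after 1% paraformaldehyde fixation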
NOD1 NF-kB reporter: NOD1 signaling inhibitors, primary screen, cell-based, luminescence, uHTS (AID 1578); one-dose inhibition, % at 4 µM; EC50 in µM for titrated hits; 290,000 compounds, 1% hits; NOD1-driven NF-kB luciferase reporter cells, luminescence; higher % means a stronger effect; in the data active means inhibition mostly above about 36%, no sharp cut-off; inactive means mostly below about 34%;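 further: HEK-293T reporter cells stimulated with the NOD1 agonist gamma-tri-DAP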
KOR beta-arrestin-1: KOR antagonists, beta-arrestin recruitment, cell-based, luminescence, uHTS (AID 1778); 290,000 compounds, 0.091% hits; inhibition, % at 10 µM, or IC50 in µM where a hit was titrated; KOR beta-arrestin recruitment, luminescence, antagonist mode; higher % means a stronger effect; further: strong numbers were not always called active
NTR1 agonist: agonists of NTR1, primary screen, imaging, U2OS cells, beta-arrestin-GFP, high content (AID 493036); NTR1-U2OS beta-arrestin-GFP spot imaging, agonist mode; 330,000 compounds, 0.17% hits; activation, % at 20 µM; Neurotensin receptor type 1 (Homo sapiens), P30989;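 active means activation at or above 40% of the spot to cytoplasm intensity ratio, with at least 20 cells analyzed; inconclusive means wells under 20 cells, flagged as cytotoxic or low count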;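 further: 0% = DMSO without peptide and 100% = 100 nM NTR1 peptide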
Target sequence (P30989 whole entry, looked up): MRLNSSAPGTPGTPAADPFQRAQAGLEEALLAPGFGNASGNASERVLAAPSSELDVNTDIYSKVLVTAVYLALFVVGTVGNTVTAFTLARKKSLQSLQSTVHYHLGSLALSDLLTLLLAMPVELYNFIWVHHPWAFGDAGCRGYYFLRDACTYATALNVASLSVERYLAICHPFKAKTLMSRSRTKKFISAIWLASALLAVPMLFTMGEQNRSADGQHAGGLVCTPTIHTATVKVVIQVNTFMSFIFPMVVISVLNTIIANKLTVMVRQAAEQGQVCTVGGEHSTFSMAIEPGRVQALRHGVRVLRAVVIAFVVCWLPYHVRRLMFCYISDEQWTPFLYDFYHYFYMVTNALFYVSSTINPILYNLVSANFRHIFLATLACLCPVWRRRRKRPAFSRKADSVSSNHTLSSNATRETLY
Myeloid diff MLP: induction of myeloid progenitor differentiation, primary screen, cell-based, flow cytometry, MLPCN library | ER-HoxA9 myeloid progenitors, lysozyme-GFP differentiation | calls only at 10 µM | 360,000 compounds, 1% hits;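 active means normalized GFP-positive differentiation at or above the plate's own cutoff, the solvent-only control mean plus 3 SD; inconclusive means no clear call, values can overlap the other calls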;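 further: cells exposed to compound for four days before flow analysis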
GPR55 LPI antagonism: GPR55 antagonists blocking LPI-driven arrestin recruitment, primary screen, imaging, U2OS, beta-arrestin-GFP, LPI agonist (AID 2013); U2OS GPR55 beta-arrestin-GFP translocation imaging, LPI antagonism; higher % means a stronger effect; one-dose inhibition, % at 10 µM; IC50 in µM for titrated hits; 290,000 compounds, 0.13% hits;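 active means spots per cell inhibited over 60%, with over 100 cells counted and total cytoplasm intensity under 500,000; inconclusive means wells with under 100 cells, flagged as likely toxic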;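 further: U2OS cells stably carrying GPR55 and arrestin-GFP stimulated by 5 µM LPI near EC80; imaged beta-arrestin-GFP aggregate spots per cell after agonist stimulation; plate controls were LPI-stimulated DMSO wells for no effect and DMSO wells without LPI for full effect; some results filed as inactive read as strong as hits; confirmed hits need IC50 under 10 µM and bright autofluorescent wells are also inconclusive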
NOD2 inhibition: NOD2 signaling inhibitors, cell-based, luminescence, uHTS, HEK293 (AID 1566) | HEK293 NOD2/NF-kB luciferase reporter, luminescence; higher % means a stronger effect | inhibition, % at 4 µM; hits with a dose series show EC50 in µM | 290,000 compounds, 0.63% hits; further: many of its hits are not listed in these tables
KOR beta-arrestin-2: KOR agonists, beta-arrestin recruitment, primary screen, cell-based, luminescence, uHTS (AID 1777). Kappa-type opioid receptor (Homo sapiens). 280,000 compounds, 0.02% hits. KOR beta-arrestin recruitment, luminescence; higher % means a stronger effect. one-dose activation, % at 10 µM; EC50 in µM for titrated hits; in the data active means activation above about 50%, passing the limit was not always enough; further: a part of the inactive calls stands beside numbers as strong as those of hits
GPR55 activation: GPR55 agonists via beta-arrestin recruitment, primary screen, imaging, U2OS cells, beta-arrestin-GFP redistribution (AID 1961); G-protein coupled receptor 55 (Homo sapiens); U2OS GPR55 beta-arrestin-GFP redistribution imaging; higher % means a stronger effect; activation, % at 10 µM; hits with a dose series show EC50 in µM; 290,000 compounds, 0.048% hits;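 active means activation above 40% with more than 50 cells counted in the well; inconclusive means wells holding fewer than 50 cells, flagged as toxic or sparse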;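 further: U2OS osteosarcoma cells stably expressing GPR55 and beta-arrestin-GFP; plate controls were DMSO negative control for no effect and LPI positive control for full effect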
T cell HTS vesicle-bound %: also measured in T cell HTS; calls as there; double positive events, %; measured here: CD8+ vesicle-bound cell fraction;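 binding gate set so that unloaded-vesicle control wells show 10% double positive cells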
NTR1 agonist cell count 20 µM: further read-out of NTR1 agonist, marked with its call; cell count; measured here: cell count, cytotoxicity flag
Myeloid diff MLP GFP+ MAC1+ %: also measured in Myeloid diff MLP; calls as there; GFP+ MAC1+ double positive, %; measured here: differentiation confirmed by MAC1 staining
* = called active by the depositor; i = inactive; ? = inconclusive; . = not tested or not shown; [ ] = dose if it differs, or a comment. Unless noted, no stated cut-off is given here; in the data, active means inhibition above about 50%; inactive means the rest.

Every second line gives: T cell HTS, T cell HTS vesicle-bound %, NOD1 NF-kB reporter, KOR beta-arrestin-1, NTR1 agonist, NTR1 agonist cell count 20 µM, Myeloid diff MLP, Myeloid diff MLP GFP+ MAC1+ %, GPR55 LPI antagonism, NOD2 inhibition, KOR beta-arrestin-2, GPR55 activation
(1) Cc1ccc(N(CC(=O)NC(C)(C)C)C(=O)CNC(=O)c2cccs2)c(C)c1
    i, 54, -10%, -9%[20 µM], 0.3, 46, i, 0.4, 10%, 18%, -1.3%, -0.1%
(2) O=C1Cc2ccccc2C(=O)N1Cc1cccc(Cl)c1
    i, 47, -10%, 23%, ., ., i, 0.6, -1%, 7%, -1.6%, -0.1%
(3) O=C(C1CCCN1S(=O)(=O)c1cccc2nsnc12)N1CCCCCC1 (stereo unspecified)
    i, 15, 6%, -5%, 1.3, 65, i, 1.0, -9%, 19%, 0.8%, 0.3%
(4) COc1ccc(C2=NOC3(CC(=O)N(c4ccc(F)cc4)C3=O)C2)cc1 (stereo unspecified)
    i, 29, -4%, 7%, 1.6, 44, i, 0.4, 6%, 5%, -1.4%, -0.1%
(5) CCOc1ccc(C(CC(=O)O)NC(=O)COc2ccc3ccccc3c2)cc1OC (stereo unspecified)
    i, 40, -17%, 3%, 0.0, 79, i, 0.6, 10%, 1%, 3.3%, 0.3%
(6) O=c1cc(CN2CCCc3ccccc32)nc2sccn12
    i, 48, -36%, 14%, -1.3, 34, i, 0.0, 6%, -11%, 25%, -0.3%
(7) Cc1cc(Br)c(OCc2ccc(C(=O)N/N=C3\CC(=O)CC(C)(C)C3)cc2)c(Br)c1
    i, 0, -44%, 8%, 3.4, 36, i, 0.3, 8%, -24%, 2.8%, 0.2%
(8) Cc1cc(Nc2ccc(C(C)C)cc2)n2ncnc2n1
    i, 39, -8%, -14%, -0.9, 56, i, 1.5, 3%, 0%, -1.7%, -0.1%
(9) CCOC(=O)Cc1csc(NC(=O)c2ccc(NC(C)=O)cc2)n1
    i, 16, 4%, 15%, 0.0, 41, i, 1.6, -5%, 10%, 4.6%, -0.2%
(10) COc1ccc(Cl)cc1NC(=O)C/C(C)=N/NC(=O)c1ccc(O)cc1
    i, 41, 37%, -12%, 0.0, 68, ., ., -2%, 16%, 6.1%, -0.2%
(11) O=C(NCC(=O)N1CCN(S(=O)(=O)/C=C/c2ccccc2)CC1)c1ccc(Cl)cc1
    i, 12, 2%, 17%, 1.5, 71, i, 0.5, 10%, 10%, -0.5%, -0.1%
(12) CC(NC(=O)COC(=O)CCc1nc2ccccc2c(=O)[nH]1)c1ccccc1 (stereo unspecified)
    i, 19, -28%, -42%, -1.6, 61, i, 0.8, 4%, -6%, 4.6%, 1.3%
(13) Cc1ccc(C)c(S(=O)(=O)NCc2ccncc2)c1
    i, ., 34%, -9%, -0.1, 95, i, 1.3, 0%, 22%, -4.1%, -0.1%
(14) CCOC(=O)c1sc2c(c1C)C(c1cccs1)C1=C(CCCC1=O)N2 (stereo unspecified)
    i, 54, 16%, -9%, 14, 40, i, 0.6, 11%, 19%, -3.1%, -0.2%
(15) COc1ccc(NC(=O)CC2Nc3cc(C)c(C)cc3NC2=O)c([N+](=O)[O-])c1 (stereo unspecified)
    i, 60, -58%, -113%, -0.4, 92, i, 0.3, -1%, -17%, 3.3%, 0.3%

Reprinted at random: 5 compounds from above
Every second line gives: T cell HTS, T cell HTS vesicle-bound %, NOD1 NF-kB reporter, KOR beta-arrestin-1, NTR1 agonist, NTR1 agonist cell count 20 µM, Myeloid diff MLP, Myeloid diff MLP GFP+ MAC1+ %, GPR55 LPI antagonism, NOD2 inhibition, KOR beta-arrestin-2, GPR55 activation
(3) O=C(C1CCCN1S(=O)(=O)c1cccc2nsnc12)N1CCCCCC1 (stereo unspecified)
    i, 15, 6%, -5%, 1.3, 65, i, 1.0, -9%, 19%, 0.8%, 0.3%
(10) COc1ccc(Cl)cc1NC(=O)C/C(C)=N/NC(=O)c1ccc(O)cc1
    i, 41, 37%, -12%, 0.0, 68, ., ., -2%, 16%, 6.1%, -0.2%
(7) Cc1cc(Br)c(OCc2ccc(C(=O)N/N=C3\CC(=O)CC(C)(C)C3)cc2)c(Br)c1
    i, 0, -44%, 8%, 3.4, 36, i, 0.3, 8%, -24%, 2.8%, 0.2%
(4) COc1ccc(C2=NOC3(CC(=O)N(c4ccc(F)cc4)C3=O)C2)cc1 (stereo unspecified)
    i, 29, -4%, 7%, 1.6, 44, i, 0.4, 6%, 5%, -1.4%, -0.1%
(8) Cc1cc(Nc2ccc(C(C)C)cc2)n2ncnc2n1
    i, 39, -8%, -14%, -0.9, 56, i, 1.5, 3%, 0%, -1.7%, -0.1%

New compounds follow
Every second line gives: T cell HTS, T cell HTS vesicle-bound %, NOD1 NF-kB reporter, KOR beta-arrestin-1, NTR1 agonist, NTR1 agonist cell count 20 µM, Myeloid diff MLP, Myeloid diff MLP GFP+ MAC1+ %, GPR55 LPI antagonism, NOD2 inhibition, KOR beta-arrestin-2, GPR55 activation
(16) COc1ccccc1C(=O)Nc1ccnn1C1CCN(Cc2cc(C)c(C)cc2C)CC1
    i, 62, -18%, -29%, 4.1, 48, ?, ., 4%, 8%, 4.3%, -0.2%
(17) CCOC(=O)c1cc(NC(=O)N(C(C)C)C(C)C)c(C)nc1C
    i, 25, -6%, -38%, 2.7, 82, i, 0.4, 5%, -4%, 0.6%, -0.2%
(18) CC(=O)c1cccc(NC(=S)N2CCN(S(=O)(=O)c3ccccc3)CC2)c1
    i, 72, -33%, -1%, -0.1, 56, i, 0.9, 0%, 5%, -4.1%, 0.2%
(19) O=C(Nc1cccc2nsnc12)c1ccc2c(c1)OCO2
    i, 15, -27%, 8%, 3.7, 42, i, 1.0, 36%, -29%, -1.5%, -0.1%
(20) COC(CN(C)C(=O)C1CCC(CNS(=O)(=O)c2ccc(C)cc2)CC1)OC (stereo unspecified)
    i, 47, -4%, 2%, 2.2, 86, i, 0.9, 8%, 18%, -0.8%, 0.0%
(21) Cc1cc(Cl)n2nc(C)c(-c3ccc(Cl)cc3)c2n1
    i, 34, -33%, 38%, 8.0, 7, i, 0.2, 12%, 10%, 0.0%, -0.7%
(22) Cc1cnc(NC(=O)Cc2ccc(C)c(C)c2)s1
    i, 22, -13%, -2%, 0.9, 63, i, 5.9, 14%, 2%, 2.2%, 0.0%
(23) O=C(O)c1cc(NS(=O)(=O)c2cccc3nsnc23)cc(C(=O)O)c1
    i, 30, -6%, -6%, 0.4, 95, i, 0.5, 4%, 1%, -4.2%, 0.2%
(24) O=C(CSc1nc(-c2ccco2)cc(C(F)(F)F)n1)NC1CCCC1
    i, 22, 2%, -7%, 1.0, 91, i, 3.3, 3%, 2%, 3.8%, -0.1%
(25) COCCNc1nc2nonc2nc1N1C[C@H]2CC[C@H]1C2
    i, 34, -19%, -4%, 2.5, 68, i, 0.5, 0%, -3%, -5.7%, -0.1%
(26) COc1ccc(C(C)=O)cc1COC(=O)C1CC(=O)N(Cc2ccccc2)C1 (stereo unspecified)
    i, 36, -28%, 13%, 0.2, 48, i, 3.0, 18%, 1%, -1.8%, 0.0%
(27) CCn1cnc2cc(NCc3ccc(N(C)C)cc3)ccc21
    i, 12, -11%, -3%, 0.4, 57, i, 0.4, -2%, 4%, 3.2%, -0.3%
(28) CCOC(=O)CNC(=O)c1ccccc1Br
    i, 6, -17%, 15%, 1.6, 59, i, 1.0, 2%, -4%, -0.7%, -0.1%
(29) O=C(NCCCn1ccnc1)c1cccc(S(=O)(=O)NCc2ccccc2)c1
    i, 45, -5%, -18%, 1.4, 60, i, 0.1, 11%, 22%, -0.7%, -0.4%
(30) O=[N+]([O-])c1ccc(O)c(C=Nc2cccc3ccccc23)c1
    i, 33, -49%, 31%, 2.7, 64, i, 0.4, 6%, -13%, 2.3%, -0.2%

(continued)
Codes: A = T cell HTS; B = T cell HTS vesicle-bound %; C = NOD1 NF-kB reporter; D = KOR beta-arrestin-1; E = NTR1 agonist; F = NTR1 agonist cell count 20 µM; G = Myeloid diff MLP; H = Myeloid diff MLP GFP+ MAC1+ %; I = GPR55 LPI antagonism; J = NOD2 inhibition; K = KOR beta-arrestin-2; L = GPR55 activation
[31] CCN(C(N)=S)c1ccccc1
  A: i	B: 10	C: -3%	D: -14%	E: -0.5	F: 58	G: i	H: 0.4	I: -3%	J: 1%	K: 1.4%	L: 0.1%
[32] C#CCCOC(=O)N1C2=NC(C(=O)OC)=C(C(=O)OC)[C@@H]3N(C)c4ccccc4[C@]23C[C@H]1C(=O)OC
  A: i	B: 22	C: -2%	D: 22%	E: 1.5	F: 65	G: i	H: 0.0	I: -3%	J: 6%	K: .	L: -0.2%
[33] COC(=O)c1ccc(Sc2ccccc2NS(=O)(=O)c2ccc(OC)cc2)nc1
  A: i	B: 4	C: 7%	D: -12%	E: 0.6	F: 73	G: i	H: 0.6	I: 9%	J: 2%	K: -3.2%	L: -0.3%
[34] O=C(NCc1ccccn1)C1CCN(S(=O)(=O)N2CCCCC2)CC1
  A: i	B: 26	C: -1%	D: -21%	E: 1.6	F: 43	G: i	H: 2.2	I: -7%	J: 16%	K: 7.6%	L: -0.1%
[35] COC(=O)c1ccc(COc2cc([N+](=O)[O-])cc3cccnc23)o1
  A: i	B: 8	C: -35%	D: -38%[20 µM]	E: 0.9	F: 40	G: i	H: 0.5	I: -1%	J: 10%	K: .	L: -0.1%
[36] O=C(c1ccc(Cl)cc1)N1CCC(O)(CSc2ccc(Cl)cc2)CC1
  A: i	B: 59	C: 22%	D: 6%	E: 2.1	F: 40	G: i	H: 1.0	I: -6%	J: 22%	K: -0.2%	L: 0.7%
[37] COC(=O)c1ccc(CSc2ncnc3c2oc2ccccc23)o1
  A: i	B: 45	C: -22%	D: 11%	E: 1.7	F: 63	G: i	H: 4.3	I: 20%	J: 13%	K: -1.9%	L: -0.1%

Not all compounds are listed (hit frequency here may not be typical).
